Mdm2 MdmX PPI: disrupts the human Mdm2-MdmX interaction. O15151+Q00987. SaOS-2 split-luciferase Mdm2/MdmX complementation, luminescence. inhibition, % at 8 µM. actives 3% (n = 330,000);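 active = inhibition of at least 50% at 8 µM in the primary screen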
Target sequence (O15151 whole entry, looked up): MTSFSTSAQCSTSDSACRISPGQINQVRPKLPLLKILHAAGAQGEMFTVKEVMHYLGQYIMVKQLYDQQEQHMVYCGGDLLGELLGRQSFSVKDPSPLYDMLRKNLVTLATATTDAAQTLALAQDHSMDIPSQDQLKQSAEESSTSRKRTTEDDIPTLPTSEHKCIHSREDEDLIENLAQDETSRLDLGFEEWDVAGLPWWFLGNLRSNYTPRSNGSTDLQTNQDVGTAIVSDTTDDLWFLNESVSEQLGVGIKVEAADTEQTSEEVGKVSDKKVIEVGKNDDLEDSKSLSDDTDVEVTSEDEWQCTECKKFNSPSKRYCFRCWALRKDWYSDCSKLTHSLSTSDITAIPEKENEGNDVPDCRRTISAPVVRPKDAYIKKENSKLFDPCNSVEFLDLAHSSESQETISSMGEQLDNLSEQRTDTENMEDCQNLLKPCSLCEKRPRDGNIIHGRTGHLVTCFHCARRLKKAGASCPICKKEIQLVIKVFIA
Target sequence (Q00987 whole entry, looked up): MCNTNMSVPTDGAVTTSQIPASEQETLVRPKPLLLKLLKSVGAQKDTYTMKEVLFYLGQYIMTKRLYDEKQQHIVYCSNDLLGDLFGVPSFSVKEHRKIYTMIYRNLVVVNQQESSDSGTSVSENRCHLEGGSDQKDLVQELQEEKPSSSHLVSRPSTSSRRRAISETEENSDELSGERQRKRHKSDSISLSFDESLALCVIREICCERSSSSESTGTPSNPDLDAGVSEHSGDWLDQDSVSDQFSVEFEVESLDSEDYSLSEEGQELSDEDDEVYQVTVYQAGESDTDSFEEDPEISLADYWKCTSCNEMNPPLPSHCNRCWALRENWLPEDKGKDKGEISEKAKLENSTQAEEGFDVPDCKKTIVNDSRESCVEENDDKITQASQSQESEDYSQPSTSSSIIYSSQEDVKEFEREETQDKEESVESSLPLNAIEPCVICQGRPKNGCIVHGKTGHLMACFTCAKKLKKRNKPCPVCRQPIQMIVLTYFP
GRIN3A LBD mod: modulates the human NR3A ligand-binding domain | NR3A LBD differential scanning fluorimetry, Tm shift; 0% = protein alone, 100% = glycine-bound protein | Tm shift relative to glycine control, % at 25 µM | actives 2.5% (n = 340,000);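 active = melting temperature shift of at least 10% of the positive control shift, at one fixed dose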
APJ ag: activates the human apelin receptor APJ; actives 0.11% (n = 330,000); P35414; CHO-K1 APJ PathHunter beta-arrestin, luminescence; 0% DMSO wells, 100% apelin; activation, % at 20 µM;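 active = activation more than six SD over the plate average, tested at 20 µM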;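 note: 0% = DMSO alone and 100% = apelin-13 at 10 nM; some results filed as inactive read as strong as hits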
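Material: engineered CHO-K1 APJ arrestin reporter cells; amount: 1000 CHO-K1 reporter cells seeded per well; incubation: compound stimulation 90 min at 25 °C, detection 60 min; signal: luminescent beta-gal fragment complementation, chemiluminescent substrate; read-out basis: APJ agonist activity; controls: DMSO-only wells as negative, 10 nM Apelin-13 as positive control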
TIM10 inh: growth inhibitors of TIM10 yeast strain. actives 1.4% (n = 330,000). inhibition, % at 10 µM. S. cerevisiae TIM10 strain growth, BacTiter-Glo luminescence, 24 h. AID 463195;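 active = inhibition of 40% or more at the single tested concentration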;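 note: wild-type TIM10 isogenic control strain grown at permissive 25 °C; 0% = DMSO yeast wells and 100% = minimal medium wells without yeast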
NALP3 yeast inh: inhibitors of NALP3 inflammasome in yeast; Yeast reconstituted NLRP3/ASC/caspase-1, beta-gal luminescence, 24 h; inhibition, % at 10 µM; actives 0.39% (n = 330,000); AID 2825;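 active = inhibition of 50% or more; inactive = inhibition below 50%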;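 note: plate controls were induced DMSO wells for no effect and uninduced yeast grown without galactose for full effect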
tim10-1 inh: inhibits growth of tim10-1 mutant yeast | inhibition, % at 20 µM | actives 2.2% (n = 330,000) | AID 463190 | S. cerevisiae tim10-1 ts strain growth, BacTiter-Glo, 24 h;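 active = inhibition of at least 40%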;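 note: mutant grown at 25 °C; 0% = DMSO wells with yeast and 100% = wells holding no yeast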
tim23-1 inh: tim23-1 yeast growth inhibition | S. cerevisiae tim23-1 growth, BacTiter-Glo luminescence, 24 h | inhibition, % at 20 µM | actives 1.3% (n = 330,000);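 active = growth inhibition of the mutant yeast at or above 50%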;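 note: temperature-sensitive mutant grown at 25 °C; plate controls were DMSO-treated mutant yeast for no effect and medium wells lacking yeast for full effect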
UPR XBP1 act: adaptive UPR (XBP1) activation; CHO-XBP1 luciferase reporter, IRE1-XBP1 UPR activation, luminescence; percent of tunicamycin response, DMSO as zero; activation, % at 20 µM; actives 0.33% (n = 330,000);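 active = versus positive control, 20 µM dose yields 30% or more activation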;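 note: 100% = tunicamycin at 10 µg/mL and 0% = DMSO only wells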
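assay system = CHO-XBP1 luciferase reporter cells | amount = 1000 cells/well | buffer or medium = F12 plus 10% FBS | compound dosing = single point, 20 µM final compound, 1% DMSO | incubation = 16-18 h cell attachment at 37 °C, then 6 h compound exposure | detection = Steady-Glo luminescence read | controls = tunicamycin 10 µg/mL and vehicle-only wells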
UPR CHOP act: apoptotic UPR (CHOP) activation | AID 449763 | actives 0.34% (n = 330,000) | activation, % at 10 µM | CHO-CHOP luciferase reporter, luminescence; percent of tunicamycin response over DMSO baseline;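 active = at 10 µM dose, activation of 40% or more, normalized to positive control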;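 note: 100% = tunicamycin at 10 µg/mL and 0% = DMSO alone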
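System: CHO-CHOP luciferase reporter cell line | Buffer or medium: F12 medium containing 10% fetal bovine serum | Doses: One dose, 10 µM in 0.5% DMSO | Times: 6 h compound exposure at 37 °C after overnight seeding | Signal: Luciferase luminescence | Read-out: % activation vs tunicamycin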
* = called active by the depositor; / = not tested or not shown.

SMILES | Mdm2 MdmX PPI | GRIN3A LBD mod | APJ ag | TIM10 inh | NALP3 yeast inh | tim10-1 inh | tim23-1 inh | UPR XBP1 act | UPR CHOP act
O=C(N/N=C/c1ccc(Cl)cc1)c1cc(-c2cccnc2)nc2ccccc12 | 39.2 | -5.2 | 0.9 | 9.9 | 1.4 | 32.0 | 17.6 | 7.3 | 0.2
COc1cccc(C(=O)c2cc3ccc(O)cc3oc2=O)c1 | -33.0 | -2.5 | -3.4 | 13.8 | 36.3 | 17.8 | 19.1 | -1.1 | 1.6
COc1cc(CNc2ccc3[nH]c(=O)[nH]c3c2)cc(Br)c1OCc1ccc(F)cc1 | 32.6 | -10.2 | 2.7 | -3.9 | 8.8 | 18.0 | 6.7 | 2.5 | 67.3*
CC(C)N=C(NS(=O)(=O)c1ccccc1)C(Cl)(Cl)Cl | 83.5* | 1.0 | 2.2 | 28.2 | 23.5 | 23.9 | 27.0 | 45.4* | 5.9
NC(=O)c1cc(C(=O)c2ccc(Cl)cc2)c[nH]1 | 29.4 | 3.3 | -1.6 | -18.2 | 6.2 | -14.9 | -9.9 | 1.5 | 1.0
O=C(CCS(=O)(=O)c1ccccc1)Nc1nccs1 | 17.1 | 1.7 | -1.6 | -7.2 | 2.1 | 2.5 | -4.9 | 1.1 | 0.7
CCc1noc(C)c1C(=O)NNC(=O)c1ccc(Br)cc1 | 9.8 | 1.0 | 4.8 | -6.3 | 20.3 | -21.0 | -9.3 | -1.5 | -0.7
COc1ccc(OCC(=O)N2CCN(c3cccc(C(F)(F)F)c3)CC2)cc1 | -5.9 | -0.8 | 7.2 | 3.3 | 11.2 | 31.6 | 27.1 | -1.4 | -1.8
CS(=O)(=O)N(CC(=O)NCCSCc1ccccc1)c1ccccc1F | 15.0 | 2.1 | -2.5 | -0.6 | 22.8 | 2.5 | -10.2 | -5.4 | 0.1
COc1ccccc1OCC(=O)NNC(=O)c1c(-c2ccccc2Cl)noc1C | -2.5 | 0.8 | -1.2 | 12.2 | 21.3 | 16.2 | 3.3 | -2.0 | 1.7
Cn1cncc1C#Cc1ccc2cc(CCCO)oc(=O)c2c1 | 14.1 | 1.9 | -2.1 | 9.0 | 10.9 | 12.3 | 11.5 | 3.1 | 4.7
O=[N+]([O-])c1cc(S(=O)(=O)N2CCOCC2)ccc1OCc1cccc(Cl)c1 | 19.9 | -0.8 | -1.8 | -2.6 | 27.7 | -4.4 | 0.3 | -1.5 | 0.5
CCOc1ccc(CCNC(=O)CSc2nn(-c3ccc(C)c(Cl)c3)c(=S)s2)cc1OCC | 22.4 | -11.4 | 9.3 | -1.0 | 7.3 | 8.7 | 7.6 | -1.7 | 0.1
OC1(c2ccc(Cl)cc2)CN(c2ccccc2)C2=[N+]1CCS2 (stereo not drawn) | -6.0 | 0.1 | -3.7 | 14.1 | 19.2 | 31.9 | 20.3 | -1.8 | 0.5
COCCn1c(SCC(=O)N2CC(=O)Nc3ccccc32)nc2ccccc2c1=O | -0.7 | 1.3 | -1.8 | 1.6 | 3.1 | 7.6 | 7.9 | 0.9 | -0.3
CCn1cc(S(=O)(=O)CC(=O)Nc2ccc(C)cc2)c2ccccc21 | 2.1 | 0.5 | -6.5 | 5.4 | 14.0 | 20.2 | 9.9 | 1.3 | 2.2
O=c1ccc2cc3c4c(c2o1)CCCN4CCC3 | 22.2 | 0.2 | -0.1 | 1.1 | 1.5 | -2.1 | 12.6 | -1.4 | 0.4
O=C(/C=C/c1ccc(Cl)cc1Cl)c1ccc[nH]1 | -9.9 | -5.3 | -1.9 | 54.3* | 1.5 | 46.8* | 18.4 | 8.0 | 9.9
Cc1cccc(NS(=O)(=O)c2cccc(C(=O)NNC(=O)c3ccccc3O)c2)c1 | 46.0 | -2.6 | -3.2 | 4.2 | 5.9 | 21.6 | 12.0 | -1.1 | 3.0
CCCCNC(=S)NC(=O)c1ccccc1Br | 20.3 | -2.4 | -2.3 | 10.1 | -23.8 | 12.7 | 38.0 | -1.8 | 0.8
COc1ccc(C2/C=C\CN(C(=O)CC(C)C)CC(=O)N2Cc2ccc(F)cc2)cc1 (stereo not drawn) | 10.4 | 0.5 | 15.4 | -1.2 | -5.7 | 30.0 | 2.0 | 0.6 | -1.5
Cc1ccc(NC(=O)C(C)Sc2nnc(C)n2C)cc1 (stereo not drawn) | 32.1 | 0.1 | -1.9 | -1.6 | 17.6 | -7.7 | 11.3 | -4.1 | 0.0
CC(C)c1ccc(C2C(C(=O)c3ccco3)=C(O)C(=O)N2CCN2CCOCC2)cc1 (stereo not drawn) | -4.1 | 1.1 | -0.8 | -5.1 | -20.2 | -0.1 | -6.1 | -3.0 | 0.6
CCCCOc1ccc(CSc2ncn[nH]2)cc1 | -25.2 | 0.0 | -0.6 | 20.2 | 28.6 | 27.1 | 27.0 | 0.5 | 6.7
COC(=O)/C(C#N)=C/c1ccc(C)o1 | -14.8 | -2.1 | -4.1 | -3.4 | 8.2 | 19.7 | 10.1 | 2.2 | -0.3
(list continues)
SMILES | Mdm2 MdmX PPI | GRIN3A LBD mod | APJ ag | TIM10 inh | NALP3 yeast inh | tim10-1 inh | tim23-1 inh | UPR XBP1 act | UPR CHOP act
O=C(CSc1ncnc2nc[nH]c12)c1ccc2ccccc2c1 | 12.1 | -5.3 | -3.4 | 16.4 | 3.4 | 9.7 | -1.7 | -1.4 | -1.0
O=C(Nc1nc2ccc(SC(F)F)cc2s1)c1ccc2c(c1)S(=O)(=O)c1ccccc1C2=O | 47.0 | / | -0.4 | -7.4 | 3.8 | 16.6 | 2.9 | 12.9 | -2.1
CN(C)Cc1c(O)ccc2c(=O)c(-c3ccccc3)c(C(F)(F)F)oc12 | 11.7 | -2.5 | -2.4 | 8.2 | 0.1 | 6.5 | -3.0 | -3.2 | 1.2
COc1cccc(CC2(CO)CCN(CC3=CC[C@H]4C[C@@H]3C4(C)C)CC2)c1 | 35.8 | 1.3 | -3.0 | 5.4 | 24.4 | 12.5 | 10.9 | -3.9 | 0.1
O=C1OC2(CCCC2)OC(=O)C1=Cc1c[nH]c2ccccc12 | 10.8 | -8.4 | -1.4 | 5.5 | 13.7 | 8.6 | 39.0 | -0.2 | 1.0
Fc1ccc(-c2csc(/C=C/c3ccc4c(c3)OCO4)n2)cc1 | -58.8 | -1.7 | -1.3 | 20.5 | -6.1 | 20.1 | 10.5 | -1.8 | 5.5
CCCCOc1ccc(-c2ncc([N+](=O)[O-])cn2)cc1 | -9.8 | -3.3 | 7.4 | 13.1 | 19.6 | -13.4 | 2.8 | 0.2 | 5.3
N#Cc1c(NC(=S)NC(=O)c2ccccc2)sc2c1CCCC2 | -14.3 | 12.2* | -2.9 | 1.9 | -2.5 | 24.0 | 10.5 | 2.3 | 3.5
Cc1ccc(N2CCN(C(=O)N3CCCC3)CC2)cc1C | 5.7 | 1.1 | -1.8 | -13.4 | 15.5 | 6.3 | 1.9 | -1.9 | -0.4
COc1cccc(NC(=O)c2nn(-c3ccc(OC)cc3OC)c(=O)c3ccccc23)c1 | 4.1 | 0.2 | -2.3 | -7.5 | 8.2 | 6.6 | -1.6 | 2.0 | -2.9
Cc1cc(NC(=O)COC(=O)C2CCC2)no1 | -26.0 | -1.3 | -2.1 | 5.2 | 7.3 | 9.8 | 3.3 | -2.5 | 3.2
NC(=O)CN1CCN(S(=O)(=O)c2ccc(Cl)cc2)CC1 | -7.1 | -3.3 | 0.0 | 9.3 | 27.5 | 10.7 | -5.3 | -1.2 | -0.6
CCN(CC)S(=O)(=O)c1cccc(NC(=O)c2ccc(Br)cc2)c1 | 28.0 | -7.4 | -1.9 | -28.1 | 27.6 | -9.3 | -19.1 | 0.4 | -2.8
CCN(CC)CCNc1nc(SC)nc2sc3c(c12)CCN(C)C3 | 26.9 | -0.6 | -2.6 | -40.6 | 2.3 | -22.2 | -79.4 | -5.2 | -0.6
COc1ccc(-c2cc(C)no2)cc1S(=O)(=O)N1CCOc2ccccc21 | 21.6 | -7.0 | 2.6 | -8.0 | 19.5 | 4.3 | 10.1 | -5.3 | 1.1
O=C(Nc1cccc(-c2cscn2)c1)C1CCN(Cc2ccsc2)CC1 | 12.7 | -1.6 | 1.1 | -1.9 | -2.8 | -3.9 | -2.1 | -3.9 | -0.3
CCCCSC1=N/C(=C/c2ccsc2)C(=O)N1c1ccccc1 | -5.2 | -1.5 | -1.5 | 16.7 | -5.3 | 25.7 | 33.9 | -0.1 | 1.4
COc1ccc(CC(=O)Nc2nccs2)cc1OC | 15.5 | 0.0 | -1.9 | 9.1 | 3.3 | -4.7 | 3.9 | 1.9 | 2.6
Cc1[nH]nc(SCC(=O)NC2CCCCC2)c1[N+](=O)[O-] | 9.9 | -1.0 | -7.9 | 7.3 | 6.1 | -19.6 | 7.8 | -5.0 | 1.5
CC1(C)C(=O)OC(c2ccccc2)C(C)(C)C1=O (stereo not drawn) | 19.9 | -1.7 | -2.4 | -0.6 | 18.1 | -12.1 | -5.3 | -4.2 | -2.2
CCOC(=O)Cc1csc(NC(=O)c2ccc(C)cc2)n1 | -14.4 | 0.8 | -1.9 | 10.9 | 36.9 | -22.9 | -1.1 | 1.4 | 0.3
CC(=O)N(c1ccccc1)c1ccc([N+](=O)[O-])cc1[N+](=O)[O-] | 11.7 | -9.9 | 3.6 | -5.2 | 15.4 | 25.0 | 18.3 | -2.4 | 0.4
CCCN1C(=O)C(Cc2nc3ccccc3c(=O)n2C)c2ccccc21 (stereo not drawn) | -21.6 | 0.4 | 1.6 | 18.6 | 4.1 | 12.2 | 15.2 | -1.5 | 2.3
Cc1ccc(NC(=O)CCN2C(=O)C3CCCCC3C2=O)c(O)c1 (stereo not drawn) | -4.3 | -0.4 | -4.6 | -8.7 | -1.5 | 0.5 | -2.9 | 2.2 | 1.3
O=c1c2ccccc2nc(-c2ccccc2)n1Cc1ccco1 | 2.4 | 0.0 | -5.4 | 4.6 | 1.1 | 11.6 | 9.9 | -0.5 | 3.5
O=C(CCCC(=O)N/N=C/c1ccccc1C(=O)O)N/N=C/c1ccccc1C(=O)O | 1.2 | 2.1 | -5.7 | -3.3 | 21.5 | 11.4 | 18.4 | -1.2 | 1.7
CCc1ccc(NC(=O)CSc2ccc(-c3ccccn3)nn2)cc1 | 70.9* | -1.2 | -2.8 | 5.5 | 49.3 | 17.9 | 19.9 | -1.0 | 1.0

Some of the entries above, reformatted:
canonical_smiles	Mdm2 MdmX PPI	GRIN3A LBD mod	APJ ag	TIM10 inh	NALP3 yeast inh	tim10-1 inh	tim23-1 inh	UPR XBP1 act	UPR CHOP act
O=C(Nc1cccc(-c2cscn2)c1)C1CCN(Cc2ccsc2)CC1	12.7	-1.6	1.1	-1.9	-2.8	-3.9	-2.1	-3.9	-0.3
CCCCSC1=N/C(=C/c2ccsc2)C(=O)N1c1ccccc1	-5.2	-1.5	-1.5	16.7	-5.3	25.7	33.9	-0.1	1.4
COc1ccc(CC(=O)Nc2nccs2)cc1OC	15.5	0.0	-1.9	9.1	3.3	-4.7	3.9	1.9	2.6

Assay outcomes deposited in PubChem BioAssay by Sanford-Burnham Center for Chemical Genomics.
